D3 ag = qHTS of D3 Dopamine Receptor Agonist: qHTS; D(3) dopamine receptor (Homo sapiens), P35462; D3R DiscoveRx beta-arrestin cells, luminescence, 90 min; max activation, %; actives 0.58% (n = 410,000); AID 652048, 2013; in the data active = max activation above about 30%; note: 0% is about no effect; mostly tested at two doses, the higher about 12 µM
Target sequence (P35462 whole entry, looked up): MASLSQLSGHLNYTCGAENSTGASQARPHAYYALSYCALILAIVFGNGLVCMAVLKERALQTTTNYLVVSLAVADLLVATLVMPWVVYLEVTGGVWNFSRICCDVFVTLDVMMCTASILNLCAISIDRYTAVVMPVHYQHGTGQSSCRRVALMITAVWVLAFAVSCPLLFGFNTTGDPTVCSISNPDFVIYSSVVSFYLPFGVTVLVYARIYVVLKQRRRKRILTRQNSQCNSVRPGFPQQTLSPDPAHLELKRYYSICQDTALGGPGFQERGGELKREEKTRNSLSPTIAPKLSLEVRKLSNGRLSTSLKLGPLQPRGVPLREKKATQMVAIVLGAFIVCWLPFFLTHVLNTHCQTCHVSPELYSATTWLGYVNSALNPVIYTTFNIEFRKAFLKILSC
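Agonist-mode cell screen: cells plated at 1500/well and incubated overnight at 37 °C, then exposed to library compounds for 90 min at 37 °C. Detection reagent was added for 30–60 min at room temperature, and luminescence was read.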
HT1080 IDH1KD tx = qHTS for induction of synthetic lethality in tumor cells producing 2HG: qHTS for the HT-1080-IDH1KD cell line; Potency, µM (top dose mostly 46.1 µM), for the others: top-dose activity, negative = toxicity, usual class: cytotoxic; AID 686971, 2013; HT-1080 IDH1 knockdown viability, ATP luminescence, 48 h; actives 2% (n = 360,000);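 note: potency is the fitted concentration of half-maximal effect; 0% = DMSO wells and -100% = cell-free medium wells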
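Knockdown cells (IDH1KD HT-1080) received compounds 2 h after plating at 750 cells/well and were kept 48 h at 37 °C in 5% FBS RPMI. A CellTiter-Glo luminescence read gave % activity for curve fitting.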
KB-3-1 tox = qHTS assay for MDR1-selective chemotherapeutics: Primary screen using the parental adenocarcinoma cell KB-3-1. KB-3-1 viability, CellTiter-Glo ATP luminescence, 72 h. Potency, µM (titrated, usually from 46.1 µM), inactives show at the top dose activity change, negative = cytotoxic, usual class: cytotoxic. actives 1.4% (n = 400,000); note: potency is the fitted concentration of half-maximal effect; % is set by controls: 0 for no effect and ±100 for the full control effect; nearly all actives have a fitted effect of over 60% in size
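Cytotoxicity in the drug-sensitive parental line KB-3-1 was scored as loss of CellTiter-Glo luminescence following 72 h incubation with compound. Values come from curve fitting of normalized concentration-response data.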
IL-1B inflam inh = qHTS for Inhibitors of Inflammasome Signaling: IL-1-beta AlphaLISA Primary Screen; THP-1 LPS/ATP IL-1B secretion, AlphaLISA, 16 h; stronger effect = lower value; actives 4.7% (n = 360,000); activity change, % at 57.5 µM; in the data active = activity change below about -50%; inconclusive = mostly about -30% to -49%; note: % is set by controls: 0 for no effect and ±100 for the full control effect
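THP-1 cells pretreated 1 hr with compounds (up to 57.5 uM final), then stimulated with LPS (250 ng/mL final) plus ATP (1.25 mM final); secreted IL-1B measured by AlphaLISA after 16 hr, decreased signal indicating inhibition.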
GLP1R ag = qHTS of GLP-1 Receptor Agonists; Glucagon-like peptide 1 receptor (Homo sapiens), P43220; HEK293 GLP-1R CRE-luciferase, luminescence, 4-6 h; cells express a hypersensitive GLP-1R form; Potency, µM (doses to about 45.6 µM), without a hit: at the top dose activation, hits mostly activators; actives 0.007% (n = 380,000); AID 624172, 2012; note: potency is the fitted concentration of half-maximal effect; % of control where 0% means no effect
Target sequence (P43220 whole entry, looked up): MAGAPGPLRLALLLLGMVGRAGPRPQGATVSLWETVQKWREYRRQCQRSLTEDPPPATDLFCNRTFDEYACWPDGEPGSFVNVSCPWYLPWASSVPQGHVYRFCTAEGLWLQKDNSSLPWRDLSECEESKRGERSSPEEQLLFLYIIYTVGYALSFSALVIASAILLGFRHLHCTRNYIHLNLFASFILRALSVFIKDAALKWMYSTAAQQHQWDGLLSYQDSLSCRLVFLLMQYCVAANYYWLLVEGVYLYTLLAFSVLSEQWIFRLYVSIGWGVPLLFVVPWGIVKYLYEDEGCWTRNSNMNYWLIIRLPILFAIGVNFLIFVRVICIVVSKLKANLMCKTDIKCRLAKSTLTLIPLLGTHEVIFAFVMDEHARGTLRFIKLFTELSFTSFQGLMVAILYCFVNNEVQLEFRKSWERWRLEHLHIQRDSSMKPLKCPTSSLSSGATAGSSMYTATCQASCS
KB-V1 cytotox = qHTS assay for MDR1-selective chemotherapeutics: Primary screen using the drug-selected MDR subline cells KB-V1. KB-V1 MDR cells viability, CellTiter-Glo, 72 h. Potency, µM (highest dose often 46.1 µM), inactives show at the top dose activity change, negative = cytotoxicity, usual class: cytotoxic. actives 3.4% (n = 400,000). AID 1347076, 2019; note: potency is the fitted concentration of half-maximal effect; % is set by controls: 0 for no effect and ±100 for the full control effect; nearly all actives have a fitted effect of over 60% in size
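Readout: CellTiter-Glo luminescence, 10 min after addition. Cells: KB-V1 MDR subline, 72 h at 37 degrees C with compound. Analysis: corrected, normalized data fitted to concentration-effect curves.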
DRD3 antagonist = qHTS of D3 Dopamine Receptor Antagonist: qHTS | actives 2.5% (n = 360,000) | max response, negative = inhibition, % | D3R cells, DiscoveRx beta-arrestin luminescence, antagonist mode; stronger effect = lower value | D(3) dopamine receptor (Homo sapiens), P35462 | AID 652054, 2013; in the data active = max response below about -50%; inconclusive = no clear call, values can overlap the other calls; note: % is set by controls: 0 for no effect and ±100 for the full control effect; mostly tested at two doses, the higher about 12 µM
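Cells plated overnight at 1500 cells/well, then exposed to library compounds with dopamine controls for 90 minutes at 37 degrees C. DiscoveRx reagent added for 30–60 minutes at room temperature; luminescence read, quantitative HTS format.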
SW480 rerep = A quantitative high throughput screen for small molecules that induce DNA re-replication in SW480 colon adenocarcinoma cells | SW480 DNA re-replication, Hoechst DNA content imaging, 48 h | AID 624297, 2012 | actives 1.8% (n = 340,000) | Potency, µM (doses to about 46.1 µM), for the others: at the highest dose re-replication activation, hits mostly activators; note: potency is the fitted concentration of half-maximal effect; % of control where 0% means no effect; nearly all actives have a fitted effect of over 55% in size
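Treated cells incubate 48 hr (37 C, 5% CO2), are stained 40 min with Hoechst, and nuclear fluorescence is enumerated; a rise in nuclei with high DNA signal marks re-replication.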
HT1080NT lethal = qHTS for induction of synthetic lethality in tumor cells producing 2HG: qHTS for the HT-1080-NT fibrosarcoma cell line; AID 686970, 2013; HT-1080-NT fibrosarcoma viability, CellTiter-Glo ATP luminescence, 48 h; Potency, µM (titrated, usually from 46.1 µM), for inactives: at the top dose activity, negative = less viability, hits mostly cytotoxic; actives 1.6% (n = 360,000);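 note: NT is the 2HG producing partner of a matched IDH1 knockdown line; potency is the fitted concentration of half-maximal effect; 0% = DMSO-treated cells and -100% = media-only wells without cells; nearly all actives have a fitted effect of over 55% in size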
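Luminescent CellTiter-Glo readout after 48 hours of compound exposure at 37 degrees C defined viability of HT-1080-NT cells. Activity was normalized to DMSO wells and cell-free media wells; concentration-response curves were fitted and assigned curve classes.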
The depositor's hits bear a star; [ ] = dose if it differs, or a comment. Unless noted, calls come from the whole dose curve; as a rule, active = well fitted curve in the direction sought with a large enough effect; inconclusive = small, poorly fitted or top-dose-only effect, or another doubt; inactive = no such curve, though single readings can be large; an effect the other way counts as inactive or inconclusive.

Screening COc1ccc(OC)c(NC(=O)CSc2ncnc3c2cnn3-c2ccccc2Cl)c1 returned D3 ag 2, HT1080 IDH1KD tx -24%, KB-3-1 tox inconclusive, IL-1B inflam inh -79*, GLP1R ag 11%, KB-V1 cytotox inconclusive, DRD3 antagonist -9, SW480 rerep 4% and HT1080NT lethal -22%.
`O=S(=O)(Cc1ccccc1)N1CCN(c2ncccn2)CC1` gave D3 ag -6, HT1080 IDH1KD tx 4%, KB-3-1 tox 3%, IL-1B inflam inh 5, GLP1R ag 2%, KB-V1 cytotox 15%, DRD3 antagonist 5, SW480 rerep -77%[inhibitor] and HT1080NT lethal 4%.
For COc1ccc(OC)c(NS(=O)(=O)c2cccc3cccnc23)c1 the results were D3 ag -2, HT1080 IDH1KD tx -12%, KB-3-1 tox 0%, IL-1B inflam inh 18, GLP1R ag 9%, KB-V1 cytotox -5%, DRD3 antagonist 6, SW480 rerep -1% and HT1080NT lethal -7%.
`O=S(=O)(c1cccc(C(F)(F)F)c1)N1CCC(c2nc3ccccc3[nH]2)CC1` gave D3 ag -1, HT1080 IDH1KD tx -2%, KB-3-1 tox -28%, IL-1B inflam inh -18, GLP1R ag 7%, KB-V1 cytotox -25%, DRD3 antagonist 1, SW480 rerep 4% and HT1080NT lethal -13%.
For COc1ccccc1OCCNC(=O)c1ccccc1C the results were D3 ag -14, HT1080 IDH1KD tx -20%, KB-3-1 tox -8%, IL-1B inflam inh -21, GLP1R ag 1%, KB-V1 cytotox -26%, DRD3 antagonist -21, SW480 rerep -4% and HT1080NT lethal -12%.
`Cn1nc(C(=O)N2CCN(S(=O)(=O)/C=C/c3ccccc3)CC2)c2ccccc2c1=O` gave D3 ag 4, HT1080 IDH1KD tx 1%, KB-3-1 tox 2%, IL-1B inflam inh -7, GLP1R ag 4%, KB-V1 cytotox -5%, DRD3 antagonist 0, SW480 rerep 0% and HT1080NT lethal 4%.
For O=C(Nc1nncs1)c1cc(-c2ccco2)nc2ccccc12 the results were D3 ag 0, HT1080 IDH1KD tx -1%, KB-3-1 tox 0%, IL-1B inflam inh 0, GLP1R ag -7%, KB-V1 cytotox 0%, DRD3 antagonist 9, SW480 rerep 0% and HT1080NT lethal -1%.
Screening O=C(Nc1cccc(C(F)(F)F)c1)c1csc(-c2ccncc2)n1 returned D3 ag -5, HT1080 IDH1KD tx -4%, KB-3-1 tox -2%, IL-1B inflam inh inconclusive, GLP1R ag 16%, KB-V1 cytotox 0%, DRD3 antagonist -13, SW480 rerep 10% and HT1080NT lethal -6%.
Cc1ccc(N2C(=O)C3C4C=CC(CNC(=S)N5CCN(c6ccccc6)CC5)(O4)C3C2=O)cc1 (stereo not drawn) was read as D3 ag 3, HT1080 IDH1KD tx -3%, KB-3-1 tox 2%, IL-1B inflam inh 11, GLP1R ag -1%, KB-V1 cytotox -17%, DRD3 antagonist -7, SW480 rerep 81% and HT1080NT lethal -12%.
Screening CN1CCN(C(=O)C[C@H]2CC[C@H]3[C@@H](COC[C@@H](O)CN3Cc3cccc(F)c3)O2)CC1 returned D3 ag 10, HT1080 IDH1KD tx 12%, KB-3-1 tox 3%, IL-1B inflam inh 12, KB-V1 cytotox -1%, DRD3 antagonist 21 and HT1080NT lethal 13%.
For O=C(COC(=O)CN1C(=O)c2ccccc2C1=O)Nc1cccc(F)c1 the results were D3 ag -2, HT1080 IDH1KD tx -3%, KB-3-1 tox -1%, IL-1B inflam inh 36, GLP1R ag 0%, KB-V1 cytotox 23%, DRD3 antagonist 11, SW480 rerep -7% and HT1080NT lethal 4%[9.24 µM].
Cc1cccc(N(CC(=O)NCCC2=CCCCC2)S(C)(=O)=O)c1C was read as D3 ag 2, HT1080 IDH1KD tx 7%, KB-3-1 tox 1%, IL-1B inflam inh 10, GLP1R ag -7%, KB-V1 cytotox 4%, DRD3 antagonist -17, SW480 rerep -3% and HT1080NT lethal 6%.
Screening COCCSc1ccccc1C(=O)Nc1ccc2c(c1)OCO2 returned D3 ag 2, HT1080 IDH1KD tx 0%, KB-3-1 tox -2%, IL-1B inflam inh 7, GLP1R ag 1%, KB-V1 cytotox 11%, DRD3 antagonist -1, SW480 rerep -22% and HT1080NT lethal 0%.
Screening COc1ccccc1OCCNc1nc2c(c(=O)n(C)c(=O)n2C)n1C returned D3 ag -1, HT1080 IDH1KD tx 9%, KB-3-1 tox 10%, IL-1B inflam inh 28, GLP1R ag -8%, KB-V1 cytotox inconclusive, DRD3 antagonist 11, SW480 rerep inconclusive and HT1080NT lethal 8%.
For Cc1ccc(N2C(=O)CC(NCc3ccc4c(c3)OCO4)C2=O)cc1Cl (stereo not drawn) the results were D3 ag -9, HT1080 IDH1KD tx 0%, KB-3-1 tox -1%, IL-1B inflam inh 21, GLP1R ag 6%, KB-V1 cytotox 23%, DRD3 antagonist -54*, SW480 rerep 1% and HT1080NT lethal 0%.
Screening COc1ccccc1C(=O)Nc1nsc(-c2ccccc2)n1 returned D3 ag -4, HT1080 IDH1KD tx 5%, KB-3-1 tox -2%, IL-1B inflam inh -7, GLP1R ag 12%, KB-V1 cytotox -9%, DRD3 antagonist 1, SW480 rerep -10% and HT1080NT lethal 9%.
Screening COc1ccc(Oc2ccc(S(=O)(=O)N3CCCCC3)cc2S(=O)(=O)N2CCCCC2)cc1 returned D3 ag -5, HT1080 IDH1KD tx 0%, KB-3-1 tox -13%, IL-1B inflam inh 22, GLP1R ag 10%, KB-V1 cytotox -1%, DRD3 antagonist -2, SW480 rerep 7% and HT1080NT lethal 1%.
CC(=O)Nc1ccc(CN2CCCC(CO)(Cc3ccccc3C)C2)cc1 (stereo not drawn) was read as D3 ag -2, HT1080 IDH1KD tx -8%, KB-3-1 tox 16%, IL-1B inflam inh 8, GLP1R ag 1%, KB-V1 cytotox -23%, DRD3 antagonist 1, SW480 rerep 3% and HT1080NT lethal 6%.
O=C1/C(=C/c2cccs2)SC(=S)N1N1CCOCC1 was read as D3 ag 5, HT1080 IDH1KD tx 12%, KB-3-1 tox inconclusive, IL-1B inflam inh -16, GLP1R ag 12%, KB-V1 cytotox 9%, DRD3 antagonist -9, SW480 rerep inconclusive and HT1080NT lethal 19%.
For CN(C)S(=O)(=O)c1ccc(C(=O)OCCCN=C2NS(=O)(=O)c3ccccc32)cc1 the results were D3 ag 6, HT1080 IDH1KD tx 0%, KB-3-1 tox -4%, IL-1B inflam inh 19, GLP1R ag 0%, KB-V1 cytotox 12%, DRD3 antagonist -29, SW480 rerep 0% and HT1080NT lethal -4%.
Screening Cc1onc(-c2c(F)cccc2Cl)c1C(=O)Nc1cccc(S(=O)(=O)NC2=NCCC2)c1 returned D3 ag -6, HT1080 IDH1KD tx 2%, KB-3-1 tox -3%, IL-1B inflam inh 4, GLP1R ag 5%, KB-V1 cytotox -2%, DRD3 antagonist 0, SW480 rerep -3% and HT1080NT lethal -13%.
CCn1c(CC(=O)Nc2ccccc2OC)nnc1SCC(=O)Nc1ccccc1F was read as D3 ag 11, HT1080 IDH1KD tx 8%, KB-3-1 tox -1%, IL-1B inflam inh 20, GLP1R ag 0%, KB-V1 cytotox -7%, DRD3 antagonist -5, SW480 rerep 7%[1.84 µM] and HT1080NT lethal 5%.
Screening CCOc1ccc(C2c3c(oc4ccccc4c3=O)C(=O)N2CCCN2CCOCC2)cc1OCC (stereo not drawn) returned D3 ag 4, HT1080 IDH1KD tx 11%, KB-3-1 tox -8%, IL-1B inflam inh 0, GLP1R ag -3%, KB-V1 cytotox 18%, DRD3 antagonist -4, SW480 rerep -2% and HT1080NT lethal 17%.
For O=C(c1ccccc1)c1nc2c(n1O)CCCCC2 the results were D3 ag 6, HT1080 IDH1KD tx 0%, KB-3-1 tox 0%, IL-1B inflam inh -1, GLP1R ag 0%, KB-V1 cytotox -11%, DRD3 antagonist -10, SW480 rerep -5% and HT1080NT lethal 8%.

Assay outcomes as filed in PubChem.
